High-throughput results (PubChem BioAssay)
SR-BI DiI inh: mouse SR-BI HDL lipid transfer inhibition; Q61009; 320,000 tested, 0.96% active; ldlA[mSR-BI] CHO cells, DiI-HDL uptake fluorescence, 3 h; inhibition, % at 12.5 µM;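 active means mean replicate inhibition of at least 70% and a set share of replicates each scoring 70 or more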;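 further: 0% = median of neutral control wells and 100% = median of positive control wells; values of inactives mirror those of a sister screen read the other way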
Target sequence (Q61009 whole entry, looked up): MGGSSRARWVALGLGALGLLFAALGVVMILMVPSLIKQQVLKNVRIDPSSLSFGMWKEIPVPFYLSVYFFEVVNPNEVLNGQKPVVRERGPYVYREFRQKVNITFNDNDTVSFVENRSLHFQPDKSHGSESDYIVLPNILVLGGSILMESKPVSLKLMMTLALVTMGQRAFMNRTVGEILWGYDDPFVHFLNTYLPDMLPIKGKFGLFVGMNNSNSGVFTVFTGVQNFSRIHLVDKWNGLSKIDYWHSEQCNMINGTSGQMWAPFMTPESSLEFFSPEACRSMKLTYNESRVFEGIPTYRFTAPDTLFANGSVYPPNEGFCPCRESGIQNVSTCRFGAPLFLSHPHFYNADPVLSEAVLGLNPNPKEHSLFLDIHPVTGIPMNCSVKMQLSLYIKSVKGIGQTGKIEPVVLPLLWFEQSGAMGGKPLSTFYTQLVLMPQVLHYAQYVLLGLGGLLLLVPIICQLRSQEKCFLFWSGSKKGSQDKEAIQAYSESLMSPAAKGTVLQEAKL
dFosB activator: enhances mouse delta FosB homodimer DNA binding; purified delta FosB, TAMRA-CDK5 oligo fluorescence polarization; percent of positive-control signal above neutral wells; activation, % at 25 µM; 340,000 tested, 0.99% active; AID 493131;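 active means mean activation above about 17%, with every replicate also reaching it, limit read from the data, passing the limit was not always enough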;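 further: fluorescence polarization rise as delta FosB binds a TAMRA Cdk5 AP-1 oligo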
NSD2 HMT inh: blocks human histone methyltransferase NSD2; O96028; NSD2 peptide methylation, AlphaScreen, 120 min; inhibition, % at 12.5 µM; 310,000 tested, 0.54% active; in the data active means inhibition above about 50%
SUMO Mot1 rescue: blocks SUMOylation pathway, rescuing yeast Mot1-301 growth; S. cerevisiae Mot1-301 growth rescue, ATP luminescence, 38.5C; percent above DMSO median, 100 means doubled; growth rescue, % at 18.8 µM; 320,000 tested, 1% active; AID 2716;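 active means every valid replicate shows activation above 250% relative to neutral control wells; inactive means the rest, any valid replicate at or below 250%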;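 further: OY570 slx delta 5 strain wells were the positive control but not used for scaling; some compounds called inactive have numbers as strong as hits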
Pemphigus Ab inh: inhibitors of pemphigus antibody binding to human desmoglein-3; DSG3-coupled beads, scFv-anti-DSG3-GFP binding, flow cytometry; stronger effect = lower value; AID 588358; binding (percent of control), % at 10 µM; 310,000 tested, 0.48% active; P32926;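 active means binding more than 3 SD below its plate's average and above zero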;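 further: hits lower antibody fragment binding to DSG3; some compounds called inactive have numbers as strong as hits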
PKA-R2B act: PKA-R2B complex activation | P22694+P31323 | AID 504700 | activation, % at 11.4 µM | PKA-R2B holoenzyme dissociation, Cy5-IP20 fluorescence polarization; R2B truncated from residue 108, S112A mutant; 0% DMSO only, 100% 113 µM cGMP | 340,000 tested, 0.079% active;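 active means activation above a cutoff set at the mean over all compounds plus 3 SD, cut at about 18% in these data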;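 further: higher means more holoenzyme dissociation and a rise in polarization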
Target sequence (P31323 whole entry, looked up, other chains not shown, the tested form may be a part): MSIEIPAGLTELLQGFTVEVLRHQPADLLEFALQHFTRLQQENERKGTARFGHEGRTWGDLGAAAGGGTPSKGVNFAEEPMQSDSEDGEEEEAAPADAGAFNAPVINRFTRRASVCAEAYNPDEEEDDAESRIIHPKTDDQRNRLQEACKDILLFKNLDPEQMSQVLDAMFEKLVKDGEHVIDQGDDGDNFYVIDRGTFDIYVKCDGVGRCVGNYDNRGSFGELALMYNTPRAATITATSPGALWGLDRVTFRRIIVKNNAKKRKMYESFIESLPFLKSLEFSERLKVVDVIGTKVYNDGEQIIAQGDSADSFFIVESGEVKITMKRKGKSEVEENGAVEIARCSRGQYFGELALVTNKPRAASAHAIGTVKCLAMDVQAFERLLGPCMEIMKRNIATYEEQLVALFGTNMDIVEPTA
Arr AP2 block: inhibitors of human beta-arrestin and AP2 interaction | FITC-arrestin peptide / GST-AP2 beads, flow cytometry; AP2 beta2 appendage carries R879A mutation | inhibition, % at 10 µM | 340,000 tested, 0.31% active | AID 504490;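 active means inhibition above a set limit, near 3 SD of compounds lacking own fluorescence, cut at about 54% in these data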;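 further: plate controls were DMSO wells for no effect and 5 µM unlabelled arrestin peptide for full effect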
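Material – AP2 appendage R879A on GSH beads · Buffer or medium – PBS with 0.05% Tween 20 and 0.1% BSA · Probe or stimulus – fluorescein-tagged arrestin peptide at 50 nM final · Incubation – compound with beads 12 min RT, then probe 1 h RT · Detection – high-throughput flow cytometry of beads, ex 488, em 535 nm · Evaluation – percent response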
SR-BI DiI-HDL act: enhances SR-BI lipid uptake from DiI-HDL. CHO ldlA[mSR-BI] cells, DiI-HDL uptake fluorescence, 3 h; 100 = double the neutral-control signal. activation, % at 12.5 µM. 320,000 tested, 0.096% active. AID 504775;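 active means mean replicate activation of at least 60% and every replicate at or above 60%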;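 further: 0% = median plate neutral-control signal and 100% = twice that signal; values of inactives mirror those of a sister screen read the other way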
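System: LDL receptor-deficient CHO ldlA cells overexpressing murine SR-BI | Timing: 3 h uptake period with compound, 37 °C | Medium: HEPES-buffered (25 mM, pH 7.4) F12 plus 0.5% BSA | Dosing: Single-point compound dose | Signal: Bottom-read fluorescence, 550/595 nm | Read-out: Retained DiI signal reflecting DiI-HDL uptake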
CDK5 inh: blocks human CDK5/p35 kinase activity; Q00535+Q15078; Recombinant CDK5/p35, ADP-Glo luminescence, 60 min; inhibition, % at 10 µM; 330,000 tested, 0.01% active; AID 488839;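 active means highest replicate inhibition of at least 50% and at least 75% of replicates reaching 50%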;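 further: plate controls were DMSO neutral control for no effect and GW8510 at 10 µM for full effect; many of its hits are not listed in these tables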
PKA-R1A act: activators of PKA-R1A complex; PKA-R1A dissociation, Cy5-IP20 fluorescence polarization; scaled: DMSO 0%, 113 µM cGMP 100%; activation, % at 11.4 µM; 340,000 tested, 0.083% active;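 active means percent activation above the mean of all tested compounds plus 3 SD, cut at about 19% in these data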;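 further: higher means more PKAc released from R1A so a rise in polarization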
MITF TRPM1 HTS: activators of MITF-driven TRPM1 promoter activity in SK-MEL-5 cells; 300,000 tested, 0.75% active; SK-MEL-5 TRPM1-promoter luciferase, 24 h; % of positive control, neutral wells = 0; AID 588334; activation, % at 12.5 µM;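 active means mean activation of at least 80% with every replicate also reaching 80%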;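 further: 0% = neutral control wells and 100% = parthenolide positive control wells; values of inactives mirror those of a sister screen read the other way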
The depositor's hits bear a star; · = no result given.

SMILES | SR-BI DiI inh | dFosB activator | NSD2 HMT inh | SUMO Mot1 rescue | Pemphigus Ab inh | PKA-R2B act | Arr AP2 block | SR-BI DiI-HDL act | CDK5 inh | PKA-R1A act | MITF TRPM1 HTS
Cc1c(Cl)cccc1NC(=O)Cn1cnc(S(=O)(=O)N2CCCC2)c1 | -16 | 5 | 0 | -5 | 69 | -1 | -3 | 16 | 0.6 | -14 | 0
CC(C)CCNC(=O)NC(=O)COC(=O)CNC(=O)C1CCCCC1 | -6 | 0 | -2 | 2 | 100 | 1 | -32 | 6 | -0.5 | -8 | -7
CCOC(=O)c1cc(C(=O)c2cc(Br)ccc2O)coc1=N | -14 | 0 | 1 | -3 | 101 | 0 | 7 | 14 | 1.6 | -3 | 10
O=c1cc(CSc2ccccc2)nc(-c2ccccc2)[nH]1 | -30 | -4 | -3 | 1 | · | · | -13 | 30 | -0.6 | · | -1
CCN(CC)CCOC(=O)c1ccc(NC(=O)/C=C/c2cccs2)cc1 | -8 | -16 | 7 | -6 | 106 | -6 | 4 | 8 | 4.6 | -7 | 15
S=C(c1ccccc1)N1CCN(C(=S)c2ccccc2)CC1 | 2 | 1 | -3 | -17 | · | 1 | -11 | -2 | -0.7 | -2 | 1
C=CCNCC(=O)NN=C(c1ccccc1)c1ccccc1 | 11 | 4 | 4 | 2 | 103 | -3 | 7 | -11 | 1.3 | -10 | -4
CCCN(Cc1ccccc1)C(=S)Nc1ccc(C(C)=O)cc1 | 11 | -5 | -2 | -8 | 106 | -9 | -8 | -11 | -1.2 | -4 | 7
COc1ccc2cc(C3(C)NC(=O)NC3=O)ccc2c1 (configuration not stated) | -13 | 2 | -1 | 8 | 107 | -10 | 2 | 19 | 2.5 | -6 | -9
CCCN1CCC(=O)N(CCOc2ccccc2)CC1 | -7 | -6 | · | -2 | 99 | -3 | -7 | 7 | -0.1 | -3 | 17
O=C(CCCN1C(=O)/C(=C/c2ccccc2OC(F)F)SC1=S)Nc1cccnc1 | 56 | -5 | -3 | 22 | 100 | 2 | -2 | -56 | 2.2 | 5 | -4
COC(=O)CCC(=O)N1CCCC(CNS(=O)(=O)c2ccc(OC)cc2)C1 (configuration not stated) | -3 | 3 | -3 | -9 | 101 | -7 | 15 | 3 | -2.6 | 0 | 9
CCc1ccccc1NC(=O)C1C2C=CC(O2)C1C(=O)O (configuration not stated) | 0 | 7 | -4 | 170 | 115 | -4 | 0 | 0 | 0.3 | -8 | ·
Cc1occc1C(=O)NNC(=O)c1ccccc1C(=O)O | -35 | 1 | -10 | 5 | 105 | · | -15 | 35 | 1.1 | · | 9
Cc1[nH]c(=O)c(C#N)c(C)c1CCC(=O)N(C)CC(=O)Nc1ccc(Cl)c(Cl)c1 | · | -2 | -2 | -5 | · | 4 | 10 | · | 0.0 | 1 | 5
CC1C2=C(CC(C)(C)CC2=O)NC2=C1C(=O)CC(C)(C)C2 | 3 | 0 | -3 | 1 | 100 | -7 | -12 | -3 | 0.0 | -3 | 5
COc1ccc(Cl)cc1-c1nc(N)nc(NC2CCCCC2)n1 | -36 | 0 | 10 | -8 | 105 | -5 | -5 | 36 | 0.3 | -8 | -1
COC(=O)c1ccccc1N=Nc1c(C)[nH][nH]c1=O | 3 | -5 | 0 | 102 | 98 | -13 | 11 | -3 | 0.2 | -5 | 8
C=CCN(CC=C)S(=O)(=O)c1ccc(F)cc1 | -36 | 2 | -2 | -7 | 99 | 4 | -3 | 36 | -1.0 | 0 | -4
Cc1ccc2nccc(C(=O)N3CCCC(Nc4ccc(F)cc4)C3)c2c1 (configuration not stated) | -13 | -13 | 0 | 1 | 105 | 3 | 9 | 13 | -4.5 | 9 | 10
O=C1NCCN1C(=O)c1ccco1 | -26 | -5 | -2 | 2 | 103 | -6 | -13 | 26 | 0.0 | 13 | -7
COc1cc(C(=O)O)nc(OC)n1 | -8 | -3 | 3 | -18 | 95 | 0 | 3 | 8 | -0.8 | -5 | 3
CCCCNC(=O)c1onc(CSc2cc(C)cc(C)c2)c1C(=O)NCCCC | -13 | 5 | · | -13 | 102 | 2 | 20 | 13 | 0.7 | 1 | -6
Cc1cccn2c(=O)c3cc(C(=O)N4CCCCC4C)sc3nc12 (configuration not stated) | 9 | -20 | 3 | 2 | 91 | 4 | 2 | -9 | -2.0 | -5 | 7
CCn1c(COc2cccc(C)c2C)nnc1SCC(=O)N1CCN(c2ccc(OC)cc2)CC1 | 45 | -11 | 0 | 19 | 97 | -14 | -2 | -45 | -1.4 | 6 | ·
(listing goes on)
SMILES | SR-BI DiI inh | dFosB activator | NSD2 HMT inh | SUMO Mot1 rescue | Pemphigus Ab inh | PKA-R2B act | Arr AP2 block | SR-BI DiI-HDL act | CDK5 inh | PKA-R1A act | MITF TRPM1 HTS
COC(=O)c1cc(NC(=O)c2cc(C(C)(C)C)nn2Cc2ccc(F)cc2)ccc1N1CCOCC1 | 50 | -7 | -6 | -6 | 91 | · | 5 | -50 | -0.2 | · | ·
CCOCCCNC(=S)NCCCNc1nc2cc3c(cc2cc1C#N)OCO3 | 43 | -7 | -6 | 12 | 109 | -8 | 2 | -43 | -2.4 | -5 | -5
COc1ccc(Oc2nc(C)cc(C)c2S(C)(=O)=O)cc1 | 10 | -3 | -3 | -13 | 104 | 3 | -5 | -10 | 1.3 | -2 | -6
Cc1cccc(-c2n[nH]c(=S)n2C)c1 | 4 | 10 | · | -7 | 115 | 4 | 29 | -4 | 0.7 | 9 | -6
Cc1cccc(NC(=O)CCC(=O)N/N=C/c2ccncc2)c1 | -26 | 5 | -3 | -12 | 98 | 6 | -10 | 26 | 0.5 | -4 | 10
O=C(CCl)Nc1cc(S(=O)(=O)N2CCOCC2)ccc1N1CCOCC1 | -11 | 0 | -2 | 266 | 102 | -2 | 2 | 11 | 0.9 | -2 | -3
O=S(=O)(Nc1ccc2c(c1)OCCO2)c1ccc(Br)s1 | -5 | -5 | -1 | -8 | 102 | -11 | -4 | 5 | 0.3 | -5 | -8
CCOC(=O)C1=NNC2(c3ccc(Cl)cc3)C(=O)N(c3cc(C)cc(C)c3)C(=O)C12 (configuration not stated) | · | 0 | -2 | 9 | 108 | 6 | -3 | · | -1.1 | -2 | 15
Cc1cc(C)n2c(SCC(=O)N(C)C3CCS(=O)(=O)C3)nnc2n1 (configuration not stated) | -24 | -3 | -65 | -7 | 91 | -7 | -5 | 24 | -1.1 | -7 | -7
C/C(=N\NC(=O)c1cc(O)ccc1O)c1cccc(NC(=O)c2ccc(Cl)cc2)c1 | 33 | 2 | 8 | 116 | · | 8 | 14 | -33 | -1.3 | 4 | 49
COc1ccc(-c2oc3ccccc3c2C#CC(C)(C)O)cc1 | 79* | -4 | · | 122 | 107 | -7 | 2 | -79 | -1.0 | -7 | 10
COc1cc(NC(=O)c2ccc(S(=O)(=O)N(C)C)cc2)cc(OC)c1OC | -5 | -3 | 0 | 4 | 99 | -6 | -2 | 5 | 0.8 | -4 | -13
O=C(NC1CCCN(c2ccc(C(F)(F)F)cn2)C1)c1cc(Cl)ccc1F (configuration not stated) | 13 | 15 | -6 | 11 | 100 | -8 | -4 | -13 | 0.0 | -10 | 4
CC[C@@]12C(=O)N(c3ccc(C)cc3)C(=O)N1[C@H](c1ccc(Br)cc1)[C@@H]1C(=O)N(C(C)(C)C)C(=O)[C@@H]12 | 7 | -7 | · | 1 | 94 | -1 | 10 | -7 | -1.2 | -3 | 80
CC(=O)Nc1ccc2[nH]c3ccccc3c2c1 | 1 | -3 | 0 | -6 | 114 | -6 | 24 | -1 | 1.6 | -14 | 31
CCc1ccc([C@@H]2CC=C(C(=O)O)[C@H](c3ccc(Cl)cc3)N2S(=O)(=O)c2ccc(C)cc2)cc1 | -26 | -11 | · | -6 | 103 | 9 | -6 | 26 | 0.3 | -9 | 1
C=CCNC(=O)c1cc2c(=O)c3ccccc3oc2nc1C | -1 | -3 | 0 | -4 | 99 | 1 | 4 | 1 | -12 | 10 | 24
Cc1c(C)n(C)c2ccc(C(=O)NCCCN(C)C3CCCCC3)cc12 | 11 | -16 | 16 | 36 | · | 1 | 24 | -11 | 1.4 | -11 | -1
CC1(C)OC(=O)C(C(c2ccccc2)C(C#N)C(N)=O)=C(O)O1 (configuration not stated) | -16 | 0 | -2 | 9 | · | -5 | -9 | 16 | -1.3 | 4 | ·
COc1ccc(NC2CCCN(C(=O)CCCN3CCCCC3=O)C2)cc1 (configuration not stated) | -16 | 3 | -3 | 180 | 103 | -4 | 1 | 16 | -0.1 | 9 | -7

Shown with tabs: entries from further up
canonical_smiles	SR-BI DiI inh	dFosB activator	NSD2 HMT inh	SUMO Mot1 rescue	Pemphigus Ab inh	PKA-R2B act	Arr AP2 block	SR-BI DiI-HDL act	CDK5 inh	PKA-R1A act	MITF TRPM1 HTS
CCOC(=O)C1=NNC2(c3ccc(Cl)cc3)C(=O)N(c3cc(C)cc(C)c3)C(=O)C12 (configuration not stated)	·	0	-2	9	108	6	-3	·	-1.1	-2	15
Cc1cc(C)n2c(SCC(=O)N(C)C3CCS(=O)(=O)C3)nnc2n1 (configuration not stated)	-24	-3	-65	-7	91	-7	-5	24	-1.1	-7	-7
C/C(=N\NC(=O)c1cc(O)ccc1O)c1cccc(NC(=O)c2ccc(Cl)cc2)c1	33	2	8	116	·	8	14	-33	-1.3	4	49
COc1ccc(-c2oc3ccccc3c2C#CC(C)(C)O)cc1	79*	-4	·	122	107	-7	2	-79	-1.0	-7	10
COc1cc(NC(=O)c2ccc(S(=O)(=O)N(C)C)cc2)cc(OC)c1OC	-5	-3	0	4	99	-6	-2	5	0.8	-4	-13
O=C(NC1CCCN(c2ccc(C(F)(F)F)cn2)C1)c1cc(Cl)ccc1F (configuration not stated)	13	15	-6	11	100	-8	-4	-13	0.0	-10	4
CC[C@@]12C(=O)N(c3ccc(C)cc3)C(=O)N1[C@H](c1ccc(Br)cc1)[C@@H]1C(=O)N(C(C)(C)C)C(=O)[C@@H]12	7	-7	·	1	94	-1	10	-7	-1.2	-3	80

Random draw from the library. About 4.7% of those tested had a hit in this group.
